Screening results: PubChem BioAssay, National Center for Advancing Translational Sciences (NCATS)
Pol iota inh = qHTS for Inhibitors of Polymerase Iota | DNA polymerase iota (Homo sapiens), Q9UNA4 | Pol iota fluorescent replication assay, 10 min | Potency, µM (titrated, usually from 115 µM), for the others: top-dose activity, negative = inhibition, usual class: inhibitors | 390,000 tested, 1% active
Target sequence (Q9UNA4 whole entry, looked up): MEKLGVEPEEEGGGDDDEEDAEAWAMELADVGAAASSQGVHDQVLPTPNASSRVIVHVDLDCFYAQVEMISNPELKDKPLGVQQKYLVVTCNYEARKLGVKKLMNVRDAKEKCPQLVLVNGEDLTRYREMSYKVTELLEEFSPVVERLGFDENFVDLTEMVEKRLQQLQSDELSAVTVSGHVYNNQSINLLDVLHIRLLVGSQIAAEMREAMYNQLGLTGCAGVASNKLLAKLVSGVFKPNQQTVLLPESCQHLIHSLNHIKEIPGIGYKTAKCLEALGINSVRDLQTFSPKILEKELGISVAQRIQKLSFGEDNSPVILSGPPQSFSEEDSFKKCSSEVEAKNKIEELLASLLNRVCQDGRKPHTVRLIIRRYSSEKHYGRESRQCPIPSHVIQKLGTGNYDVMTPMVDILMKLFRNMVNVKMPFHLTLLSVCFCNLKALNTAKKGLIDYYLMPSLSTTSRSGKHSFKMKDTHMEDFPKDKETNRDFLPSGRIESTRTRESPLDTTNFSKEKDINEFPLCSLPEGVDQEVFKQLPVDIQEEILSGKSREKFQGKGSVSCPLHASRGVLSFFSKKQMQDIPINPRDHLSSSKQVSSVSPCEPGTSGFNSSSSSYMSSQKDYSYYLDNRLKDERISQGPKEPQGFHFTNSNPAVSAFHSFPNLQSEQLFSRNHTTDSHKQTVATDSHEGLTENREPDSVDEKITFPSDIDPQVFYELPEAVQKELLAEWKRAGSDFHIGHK
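Fluorescent replication assay read twice, at 0 min and 10 min after adding 50 nM (final) substrate. Enzyme (10 nM) and compounds were first incubated 15 min at room temperature; enzyme-free buffer wells were negative controls.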
BLM helicase inh = qHTS Assay for Inhibitors of Bloom's syndrome helicase (BLM). recombinant BLM DNA unwinding, fluorescence dequenching. Potency, µM (titrated, usually from 56.1 µM), for the others: at the top dose activity change, negative = inhibition, most hits filed as inhibitors. 350,000 tested, 0.2% active. AID 2528, 2010;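 note: plate controls were vehicle for no effect and no enzyme for full effect; nearly all actives have a fitted effect of over 35% in size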
Pol beta inh = qHTS Assay for Inhibitors of DNA Polymerase Beta. Pol beta primer extension/strand displacement, fluorescence kinetic. Potency, µM (top dose mostly 114 µM), for inactives: top-dose activity change, negative = inhibition, usual class: inhibitors. 340,000 tested, 1.3% active. AID 485314, 2010. P06746; note: % is set by controls: 0 for no effect and ±100 for the full control effect
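Enzyme-only controls used 10 nM Pol beta; buffer lacking enzyme served as negative control. Compound preincubated 15 min, then 50 nM substrate added; 0 and 10 min reads at room temperature.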
POLH inh = qHTS for Inhibitors of Polymerase Eta; DNA polymerase eta (Homo sapiens), Q9Y253; recombinant Pol eta, fluorescent DNA replication assay; Potency, µM (doses to about 114 µM), without a hit: top-dose activity change, negative = inhibition, hits mostly inhibitors; 390,000 tested, 1.2% active; note: % is set by controls: 0 for no effect and ±100 for the full control effect
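Pol eta (10 nM) was preincubated with compounds for 15 min at room temperature, after which fluorescent replication substrate (50 nM final) was added to start the reaction. Fluorescence was read kinetically at 0 and 10 min.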
POLK inh = qHTS for Inhibitors of Polymerase Kappa. DNA polymerase kappa (Homo sapiens), Q9UBT6. purified Pol kappa, fluorescent DNA synthesis assay, 10 min. Potency, µM (highest dose often 107 µM), inactives show at the highest dose activity, negative = inhibition, usual class: inhibitors. 400,000 tested, 0.53% active; note: % is set by controls: 0 for no effect and ±100 for the full control effect
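10 nM Pol kappa preincubated 15 min at room temperature with compounds, then reaction started with substrate at 50 nM final. Fluorescence read kinetically at 0 and 10 min; buffer-only wells served as negative control.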
G9a inh = qHTS Assay for Inhibitors of Histone Lysine Methyltransferase G9a; Histone-lysine N-methyltransferase EHMT2 (Homo sapiens), Q96KQ7; Potency, µM (titrated, usually from 102 µM), for the others: top-dose activity, negative = inhibition, actives largely listed as inhibitors; 350,000 tested, 8.8% active; G9a H3K9 monomethylation, AlphaScreen, 2 h; note: % is set by controls: 0 for no effect and ±100 for the full control effect; nearly all actives have a fitted effect of over 75% in size
Target sequence (Q96KQ7 913-1193 limits assumed): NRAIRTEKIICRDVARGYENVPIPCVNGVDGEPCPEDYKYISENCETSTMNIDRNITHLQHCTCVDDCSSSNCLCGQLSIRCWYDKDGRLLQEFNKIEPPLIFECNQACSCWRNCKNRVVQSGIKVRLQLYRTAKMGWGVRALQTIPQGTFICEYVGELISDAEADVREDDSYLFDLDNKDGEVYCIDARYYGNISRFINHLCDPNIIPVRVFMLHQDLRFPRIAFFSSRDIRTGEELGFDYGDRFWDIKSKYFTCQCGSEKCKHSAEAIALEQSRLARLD
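Step 1: enzyme (final 20 nM) with compound, 15 min RT. Step 2: substrate peptide 500 nM and SAM 20 uM, 2 h RT. Step 3: anti-H3K9me1 antibody and AlphaScreen beads, 10 min, then plate read.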
Anesthetic bind = qHTS Assay for Identification of Novel General Anesthetics; apoferritin/1-aminoanthracene competitive binding, fluorescence; AID 485281, 2010; Potency, µM (titrated, usually from 77.5 µM), without a hit: top-dose activity change, negative = displacement, most hits filed as inhibitors; 350,000 tested, 0.074% active; Ferritin light chain (Equus caballus), P02791; note: % is set by controls: 0 for no effect and ±100 for the full control effect; nearly all actives have a fitted effect of over 20% in size
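Probe: 1-aminoanthracene (50% saturated, PBS). Protein: horse-spleen apoferritin, 10 uM. Incubation: 10 min, room temperature. Detection: 380 nm excitation, 535 nm emission. Analysis: normalized response, four-parameter Hill.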
APEX1 inh = qHTS Assay for Inhibitors of the Human Apurinic/apyrimidinic Endonuclease 1 (APE1); recombinant APE1, TAMRA/BHQ-2 abasic DNA cleavage fluorescence; 350,000 tested, 0.35% active; Potency, µM (doses to about 65.8 µM), without a hit: at the highest dose activity change, negative = inhibition, hits mostly inhibitors; AID 2517, 2012;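 note: plate controls were vehicle for no effect and reference inhibitor for full effect; nearly all actives have a fitted effect of over 55% in size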
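Quantitative HTS: incision of a TAMRA/BHQ-2 double-stranded substrate bearing a tetrahydrofuran abasic site by 0.75 nM APE1 raises fluorescence. Substrate 50 nM final, added after 15 min compound preincubation at room temperature; progress as third-minus-first kinetic read difference.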
BAZ2B block = qHTS Assay for Inhibitors of BAZ2B; Bromodomain adjacent to zinc finger domain protein 2B (Homo sapiens), Q9UIF8; AlphaScreen BAZ2B-H3K14Ac peptide displacement; Potency, µM (top dose mostly 114 µM), for the others: top-dose activity change, negative = inhibition, usual class: inhibitors; 360,000 tested, 4.4% active; AID 504333, 2011; note: % is set by controls: 0 for no effect and ±100 for the full control effect; nearly all actives have a fitted effect of over 60% in size
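BAZ2B (50 nM) with biotin-H3(5-23)K14Ac peptide (50 nM) in PBS pH 7.4, 0.01% Tween-20, preformed 30 min, then compound 30 min at room temperature; top concentration 110uM. AlphaScreen streptavidin donor/nickel chelate acceptor beads (10 ug/mL final), 20 min dark, signal read.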
The depositor's hits bear a star; ? = inconclusive; / = not tested or not shown; & = joins results of further samples; [ ] = dose if it differs, or a comment. Calls come from the whole dose curve; as a rule, active = well fitted curve in the direction sought with a large enough effect; inconclusive = small, poorly fitted or top-dose-only effect, or another doubt; inactive = no such curve, though single readings can be large; an effect the other way counts as inactive or inconclusive. Potency is the fitted concentration of half-maximal effect.

SMILES | Pol iota inh | BLM helicase inh | Pol beta inh | POLH inh | POLK inh | G9a inh | Anesthetic bind | APEX1 inh | BAZ2B block
COc1cccc(/C=N/NC(=O)c2ccc(-c3ccccc3)cc2)c1O | 19% | -5% | 26% | ? | -5% | -9% | -8% | 13% | 4%
CC(=O)Nc1ccc(NC(=O)CN(c2ccc(C(C)C)cc2)S(=O)(=O)c2ccccc2)cc1 | 16% | 3% | 31% | 1% | -9% | / | -4% | 8% | 1%
O=C(CSc1nc2ncc(Cl)cc2[nH]1)Nc1cccc(F)c1 | 0% | -11% | ? | 2% | -7% | 50µM* | -16% | 6% | -23%
O=C(O)CC1(CC(=O)NCc2ccc(Cl)cc2)CCCCC1 | 16% | -2% | 2% | 4% | 6% | 27% | 2% | 6% | 4%
O=C(c1ccccc1)c1ccccc1C(=O)N1CCN(Cc2ccccc2F)CC1 | 129%[activator] | / | / | -5% | -2% | 8%[0.501 µM] | / | 11% | 6%
O=S(=O)(c1ccc(C2CCCCC2)cc1)N1CCOCC1 | 1% | -5% | 3% | -22% | -7% | 27% | -11% | 7% | 10%
COc1ccc(NC(=O)c2cnc(SCC(=O)Nc3nc4ccc(C)cc4s3)n(C)c2=O)cc1 | 13% | -6% | -20% | -20% | -6%[60.1 µM] | 5%[59 µM] | -7% | / | 5%
CCC(=O)N/N=C(\C)CC(=O)Nc1ccc(Cl)cc1 | 40%[activator] | 0% | 15% | -15% | -2% | 5% | -2% | -11% | 8%
Cn1nnnc1SCc1csc(C2C(C#N)=C(N)OC3=C2C(=O)CCC3)c1 (stereo unspecified) | ? | -2% | 6% | -6% | -29% | -40% | -11% | -9% | 16%
COc1cc(/C=C\C(=O)OCn2nnc3ccccc3c2=O)cc(OC)c1OC | ? | -2% | 16% | -16% | -9% | -45% | ? | -5% | /
CS(=O)(=O)Nc1cccc(-c2cn3c(n2)SCC3)c1 | ? | 1% | 0% | -3% | 32µM* | -32% | -11% | 11% | -34%
O=C1CSC(c2ccccc2[N+](=O)[O-])N1c1ccc(O)cc1 (stereo unspecified) | 23% | -6% | 1% | -3% | 3% | ? | -16% | 1% | -13%
Cc1cc(N/N=C/c2ccccc2)nc(N2CCOCC2)n1 | 181%[activator] | -1% | 9% | -14% | -7% | / | -3% | ? | -10%
CCCCC(=O)Nc1nn(C)c2nc3c(C)cccc3cc12 | 7% | -8% | 6% | -3% | 5% | 20%[59 µM] | -3% | 4% | /
CCCCN1C(=N)N([C@@H](CN2CCC[C@H]2CN2C(N)=NC[C@@H]2Cc2ccccc2)C(C)C)C[C@H]1Cc1ccccc1 | ? | / | / | -3% | -9% | / | / | -21% | /
CN(C)c1ccc(NC(=S)NC(=O)/C=C/c2ccco2)cc1 | 1% | -7% | 14% | -16% | -1% | -35% | -8% | -6% | 5%
COC(=O)c1cccc(NC(=O)CSc2nnc(COc3ccccc3)n2C)c1 | -6% | 2% | -5% | -12% | 1% | -34%[59 µM] | -8% | -2% | 10%
CC(C)NC(=O)c1ccc2c(c1)N(CC(=O)N1CCOCC1)C(=O)C(C)(C)O2 | 94% | 1% | 2% | -6% | -13% | 5% | -11% | 2% | 2%
Cc1cc(C)cc(NC(=O)C(=O)NCC(c2cccnc2)N2CCN(c3ccccc3)CC2)c1 (stereo unspecified) | -12% | -3% | 0% | -7% | -11% | 4%[59 µM] | -4% | / | -1%
Cc1ccc(/C=N\Nc2nc3ccc(Cl)cc3[nH]2)o1 | 6% | -3% | 39% | -2% | -7% | -38% | 91%[activator] | -4% | -9%
COc1ccccc1CNC(=O)c1ccc2c(c1)CCN2S(=O)(=O)c1ccc(Cl)cc1 | 11% | -2% | 29% | -7% | 3% | 8%[59 µM] | 5% | / | -2%
COc1cc(C)c(Cl)cc1S(=O)(=O)NCCc1c(C)[nH]c2ccccc12 | -2% | -13% | -28% | / | -11% | -30%[59 µM] | -5% | / | 32µM*
O=C1c2ccccc2C(O)(c2ccccc2)N1C1CC1 (stereo unspecified) | 17% | -20% | 2% | -16% | -2% | 59%[activator] | -2% | 4% | 26%
CC1CCCC(C)N1C(=O)COC(=O)COc1ccccc1C#N (stereo unspecified) | ? | / | / | -11% | ? | 15%[59 µM] | / | 33% | -4%
O=C(N1CCN(c2ccccn2)CC1)N1c2ccccc2Sc2ccccc21 | 8% | -8% | ? | -9% | 0% | ? | 49%[activator] | -7% | -37%

An excerpt from above, reduced to Pol beta inh and BAZ2B block.
SMILES,Pol beta inh,BAZ2B block
CC(=O)Nc1ccc(NC(=O)CN(c2ccc(C(C)C)cc2)S(=O)(=O)c2ccccc2)cc1,31%,1%
COc1cccc(/C=N/NC(=O)c2ccc(-c3ccccc3)cc2)c1O,26%,4%
CN(C)c1ccc(NC(=S)NC(=O)/C=C/c2ccco2)cc1,14%,5%
CC(C)NC(=O)c1ccc2c(c1)N(CC(=O)N1CCOCC1)C(=O)C(C)(C)O2,2%,2%

Remaining list, next part.
SMILES | Pol iota inh | BLM helicase inh | Pol beta inh | POLH inh | POLK inh | G9a inh | Anesthetic bind | APEX1 inh | BAZ2B block
O=C(CCCC(=O)N(CC(=O)NC1CCCCC1)CC1CCCO1)Nc1ccccn1 (stereo unspecified) | 0% | 3% | 3% | -12% | -8% | 10%[2.33 µM] | -1% | 0% | -7%
CC1=C(C(=O)N2CCCCC2)C(c2cccc(Cl)c2)n2c(nc3ccccc32)N1 (stereo unspecified) | 3% | -2% | -18% | -2% | -30% | -37%[59 µM] | -1% | / | 2%
Cc1nc(NC(=O)c2ccccc2)sc1-c1csc(Nc2ccc(Cl)cc2)n1 | / | 0% | 16% | / | / | 45µM* | -3% | ? | -38%[57.1 µM]
O=C(Nc1nnc(-c2ccc3c(c2)CCCC3)o1)c1ccc(Cl)cc1Cl | ? | -11% | -2% | 0% | -27% | 15%[59 µM] | ? | 1% | -4%
CCc1ccccc1NC(=O)c1cc2nc(-c3ccc(OC)c(OC)c3)cc(C(F)(F)F)n2n1 | -9% | -2% | 1% | -3% | -5% | 19%[59 µM] | -6% | / | 5%
Cc1ccc(C)c2sc(NC(=O)c3ccc(S(=O)(=O)N4CCCC4)cc3)nc12 | 14% | -3% | -5% | -19% | -7%[60.1 µM] | 5%[59 µM] | -6% | / | 3%
O=c1c2c3c(sc2ncn1/N=C/c1ccncc1)CCCC3 | 169%[activator] | 1% | 18% | -16% | -14% | -32% | ? | -15% | -13%
CC(C)N(Cc1ccccc1)C(=S)NC1CCCCC1 | 69%[activator] | -6% | 10% | -9% | -7% | 49% | -12% | -2% | /
Cc1ccc(Cl)cc1NC(=O)Cn1c(=O)n(CCC(=O)NCc2ccc3c(c2)OCO3)c(=O)c2sccc21 | -14% | -16% | 14µM* | -25% | -12% | ? | -14% | / | ?
COc1ccc(CCNC(=O)C(=O)NCc2ccccc2C)cc1OC | 113%[activator] | -9% | 35%[activator] | -16% | -13% | -5%[59 µM] | -4% | 15% | 0%
CCN1C(=NCc2cccc(Cl)c2)N[C@@H](c2cccc(F)c2)C(C(=O)OC)=C1C | 3% | 2%&1% | 0%&19% | ? | 0% | -17% | -18%&-14% | 6%&-6% | -4%&1%
CC(=O)NC(C)c1nc2ccccc2n1Cc1ccccc1F (stereo unspecified) | 6% | 1% | 0% | -7% | 7% | 23%[59 µM] | -2% | -3% | 2%
O=C(CN1CCc2cc3c(cc2C1)OCCCO3)Nc1ccccc1 | -23% | -4% | 0% | 1% | 1% | / | -13% | 1% | 0%
CCSc1nnc(NC(=O)[C@H](C)N2C(=O)C3CC=CCC3C2=O)s1 (stereo partly specified) | -4% | -6% | -2% | -4% | -3% | -10% | -2% | -5% | -7%
COc1cccc(Cc2nc3ccccc3nc2SCC(=O)N2CCc3ccccc32)c1 | 10% | -1% | 92%[activator] | -2% | -3%[60.1 µM] | 22%[59 µM] | 5% | / | ?
Cn1cccc1/C=N/NC(=O)c1ccn[nH]1 | 206%[activator] | -2% | 18% | -20% | -2% | ? | -18% | 0% | -29%
O=C(CSc1nc2ncc(Cl)cc2[nH]1)NCCc1ccc(F)cc1 | 28% | -4% | -7% | 1% | -3% | 18% | -10% | 8% | -7%
C=CCOc1ccc(/C=N/NC(=O)C(C)Sc2ccccn2)cc1OC (stereo unspecified) | 17% | 2% | 3% | -8% | 0%[60.1 µM] | -9%[59 µM] | -17% | 0% | -1%
CC(=O)Nc1ccc(NC(=O)C(OC(=O)c2ccccc2)C(OC(=O)c2ccccc2)C(=O)O)cc1 (stereo unspecified) | 62%[activator] | -3% | -22% | 0% | -22% | -40% | -12% | 2% | -4%
Cc1ccc(N(CC(=O)N2CCN(c3ccc(Cl)cc3)CC2)S(=O)(=O)c2c(C)noc2C)cc1 | 24% | -7% | 11% | -15% | -18% | -50%[59 µM] | 78%[activator] | / | /
CCN1C(=O)CC(NNC(=O)c2ccc(Cl)cc2)C1=O (stereo unspecified) | 43%[activator] | -2% | 29% | 2% | -13% | 19% | -15% | -5% | 7%
CCCn1c(O)c(N=Nc2ccc3ccccc3n2)c2ccccc21 | -6% | -4% | 8% | -10% | 4% | 32%[59 µM] | -12% | 2% | 6%
O=C(/C=C/c1cccs1)NC1CCS(=O)(=O)C1 (stereo unspecified) | 109%[activator] | 0% | 11% | -9% | 5% | -5% | -1% | 0% | -2%

Random excerpt: two records from the list, in no set order.
SMILES | Pol iota inh | BLM helicase inh | Pol beta inh | POLH inh | POLK inh | G9a inh | Anesthetic bind | APEX1 inh | BAZ2B block
Cn1cccc1/C=N/NC(=O)c1ccn[nH]1 | 206%[activator] | -2% | 18% | -20% | -2% | ? | -18% | 0% | -29%
CCN1C(=O)CC(NNC(=O)c2ccc(Cl)cc2)C1=O (stereo unspecified) | 43%[activator] | -2% | 29% | 2% | -13% | 19% | -15% | -5% | 7%

These rows are one share of the data. The share of hits here may be higher or lower than overall.
